S-ASM inh – blocks human secretory acid sphingomyelinase. AID 504937. 0.006% of 340,000 active. P17405. Potency, µM (titrated, usually from 57.5 µM), for inactives: top-dose activity change, negative = inhibition, most hits filed as inhibitors. placental ASM, HMU-PC fluorogenic substrate, 60 min; note: potency is the fitted concentration of half-maximal effect
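Human placenta-derived ASM preincubated with compound 10 min at room temperature, then reacted with 9 uM (final) fluorogenic HMU-PC substrate for 60 min at 37 C. Stop solution raises pH to 10; fluorescence read at Ex 386/Em 447 nm.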
FBPA coupling cs – counter-screen for Giardia aldolase inhibitors: coupling enzyme system. coupling enzyme system counterscreen, AmpLite Red fluorescence. activity change, negative = inhibition, % at 58.2 µM, hits read low. 0.67% of 290,000 active. AID 2472; in the data active = activity change below about -30%; note: % is set by controls: 0 for no effect and ±100 for the full control effect
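Compounds tested against the coupling enzymes alone at 57.5 uM final; readout was AmpLite Red fluorescence (525/598 nm) after 20 min at RT.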
Integrin act MD – activates integrin-mediated alleviation for muscular dystrophy; alpha7betagal myoblasts, beta-gal FDG fluorescence, 48 h; Potency, µM (titrated, usually from 38.3 µM), for inactives: at the top dose activation, most hits filed as activators; 0.064% of 350,000 active;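 note: potency is the fitted concentration of half-maximal effect; 100% = response of the positive control SU9516; nearly all actives have a fitted effect of over 60% in size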
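alpha7betagal+/- myoblasts (passage 13, 250/well) treated 48 h at 37C with compounds at 1:260 dilution of DMSO stock. Lysed, then beta-galactosidase activity read as FDG fluorescence (ex 480/em 540) after 30 min, with pre-read for autofluorescence.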
GALK inhibitor – inhibitors of human galactokinase; P51570; Purified GALK, Kinase-Glo residual ATP luminescence; Potency, µM (titrated, usually from 57.5 µM), for the others: top-dose activity change, negative = inhibition, hits mostly inhibitors; 0.007% of 270,000 active; note: potency is the fitted concentration of half-maximal effect; % is set by controls: 0 for no effect and ±100 for the full control effect
Target sequence (P51570 whole entry, looked up): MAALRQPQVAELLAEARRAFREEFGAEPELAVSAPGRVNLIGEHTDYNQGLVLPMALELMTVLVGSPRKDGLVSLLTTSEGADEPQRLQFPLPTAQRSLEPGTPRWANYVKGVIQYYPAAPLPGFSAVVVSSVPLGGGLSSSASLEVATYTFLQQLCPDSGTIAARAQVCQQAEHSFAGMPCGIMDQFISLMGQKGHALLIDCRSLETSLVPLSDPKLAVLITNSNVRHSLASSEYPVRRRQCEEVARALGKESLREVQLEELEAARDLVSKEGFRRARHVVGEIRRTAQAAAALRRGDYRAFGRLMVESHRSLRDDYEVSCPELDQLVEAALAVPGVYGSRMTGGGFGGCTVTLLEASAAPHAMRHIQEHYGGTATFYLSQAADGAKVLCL
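Kinase-Glo Plus luminescence measured ATP left after a 1 h room-temperature reaction. The reaction used 5 nM GALK, 100 uM galactose and 35 uM ATP at pH 8.0 (20 mM HEPES, 5 mM MgCl2, 60 mM NaCl, 1 mM DTT, 0.01% BSA).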
PKM2 act – increases activity of human pyruvate kinase M2; purified PKM2, Kinase-Glo ATP luminescence, activation; response scale: 0% is enzyme alone, no compound; 0.34% of 260,000 active; Potency, µM (titrated, usually from 57.5 µM), without a hit: at the highest dose activation, actives largely listed as activators; note: potency is the fitted concentration of half-maximal effect; % is set by controls: 0 for no effect and ±100 for the full control effect; nearly all actives have a fitted effect of over 55% in size
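Kinase-Glo luminescence reports ATP generated from ADP (0.1 mM) and PEP (0.5 mM) by purified hPK-M2 after 1 h at room temperature, pH 7.2 imidazole buffer; intermediate enzyme activity allows detecting inhibitors and activators.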
BCR signal inh – inhibitors of chronic active B-cell receptor signaling | ABC-DLBCL IkBa-CBG/CBR reporter, luminescence ratio, 4 h | Potency, µM (highest dose often 46.1 µM), for inactives: at the highest dose ratio change, negative = lower green/red ratio, actives largely listed as inhibitors | 0.05% of 340,000 active; active = well fitted inhibition curve with a large enough effect in the signal ratio, with a control signal flat, not every such curve was filed as active; inconclusive = small, poorly fitted or top-dose-only effect, or effect the other way, or a change in a side signal; the % refers to the signal ratio;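 note: potency is the fitted concentration of half-maximal effect; plate controls were basal doxycycline-induced cells for no effect and cells given 10 µM MG132 for full effect; MG132 reads +100%, hits lower the ratio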
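TMD8 ABC-DLBCL cells carrying doxycycline-inducible green luciferase fused to IkappaBalpha plus unfused red luciferase were exposed to compounds (up to 46 uM) for 4 hrs at 37C. Activity came from the overlap-corrected green/red luminescence ratio.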
Tb PFK block – T. brucei PFK enzyme inhibition; O15648; T. brucei PFK, ADP-Glo luminescence; Potency, µM (doses to about 57.5 µM), for inactives: at the highest dose activity, negative = inhibition, most hits filed as inhibitors; 0.17% of 330,000 active;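 note: potency is the fitted concentration of half-maximal effect; 0% = uninhibited 1x PFK enzyme wells and -100% = no-enzyme wells; nearly all actives have a fitted effect of over 60% in size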
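1.25 nM PFK with 0.5 mM F6P and 0.1 mM ATP in 0.1 M TEA pH 8.0, 5 mM MgCl2, incubated 45 min at room temperature; ADP measured by ADP-Glo luminescence; compounds titrated up to 57 uM.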
PTAP TSG101 blk – blocks PTAP/TSG101 interaction to inhibit HIV-1 budding. 340,000 tested, under 10 active. Fluorescence polarization, FITC-PTAP peptide / Tsg101 binding. Potency, µM (highest dose often 115 µM), inactives show top-dose activity change, negative = inhibition, usual class: inhibitors; active = well fitted inhibition curve with a large enough effect in the main read-out, with a control signal flat, not every such curve was filed as active; inconclusive = small, poorly fitted or top-dose-only effect, or effect the other way, or a change in a side signal; inactive = no such curve, though single readings can be large or run the other way; note: potency is the fitted concentration of half-maximal effect; % of control where 0% means no effect
Target sequence (Q99816 whole entry, looked up): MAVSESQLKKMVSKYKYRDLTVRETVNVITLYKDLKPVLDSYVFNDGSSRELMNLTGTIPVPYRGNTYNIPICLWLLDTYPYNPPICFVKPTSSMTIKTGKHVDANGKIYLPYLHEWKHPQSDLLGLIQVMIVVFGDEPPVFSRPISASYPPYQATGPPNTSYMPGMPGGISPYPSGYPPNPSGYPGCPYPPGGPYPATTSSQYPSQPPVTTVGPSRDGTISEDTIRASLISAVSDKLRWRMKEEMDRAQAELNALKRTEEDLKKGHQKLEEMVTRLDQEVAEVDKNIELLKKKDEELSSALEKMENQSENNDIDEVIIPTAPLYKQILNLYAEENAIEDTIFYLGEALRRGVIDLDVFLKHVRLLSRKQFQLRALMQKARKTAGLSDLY
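Steps: Tsg101 binding domain dispensed (10 uM final), compounds pinned in DMSO, FITC-labeled PTAP-motif peptide added (50 nM final); after 20 min binding at room temperature, polarization measured.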
Giardia kill – kills Giardia lamblia; Giardia lamblia trophozoite viability; activity change, % at 7.66 µM, hits read low; 0.15% of 340,000 active; AID 540267; in the data active = activity change below about -80%; inconclusive = between about -30% and that limit;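 note: parasites exposed to compound for two days anaerobically before the ATP read; % is set by controls: 0 for no effect and ±100 for the full control effect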
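Killing of trophozoites was scored by loss of ATP luminescence after a 48 hrs anaerobic exposure to compounds at 37 deg C, using 100 cells per well.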
B2AR arrestin – beta2AR (human) beta-arrestin recruitment activity | beta-arrestin recruitment to beta2AR, cell-based reporter | Potency, µM (series often up to 46.1 µM), for the others: top-dose activation, actives largely listed as activators | 0.02% of 330,000 active | P07550;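 note: potency is the fitted concentration of half-maximal effect; 0% = DMSO controls and full agonism = EC100 isoproterenol or metaproterenol; nearly all actives have a fitted effect of over 65% in size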
Menin-MLL TR inh – displaces Texas Red mutant MLL peptide from human menin. O00255. Potency, µM (highest dose often 61.6 µM), for inactives: at the highest dose FP activity change, negative = inhibition, actives largely listed as inhibitors. Menin + Texas Red MLL mutant peptide, fluorescence polarization. 0.23% of 270,000 active. AID 1768; active = well fitted inhibition curve with a large enough effect in the polarisation, with a control signal flat, not every such curve was filed as active; inconclusive = small, poorly fitted or top-dose-only effect, or effect the other way, or a change in a side signal; inactive = no such curve, though single readings can be large or run the other way; the % refers to the polarisation; note: potency is the fitted concentration of half-maximal effect; % of control where 0% means no effect; many of its hits are not listed in these tables
Starred values were filed as active, the others as inactive; u = inconclusive; x = no result given; [ ] = another dose, or the depositor's remark. Unless noted, calls come from the whole dose curve; as a rule, active = well fitted curve in the direction sought with a large enough effect; inconclusive = small, poorly fitted or top-dose-only effect, or another doubt; inactive = no such curve, though single readings can be large; an effect the other way counts as inactive or inconclusive. The list is partial. The share of hits here may be higher or lower than overall.

Results follow in this order: S-ASM inh, FBPA coupling cs, Integrin act MD, GALK inhibitor, PKM2 act, BCR signal inh, Tb PFK block, PTAP TSG101 blk, Giardia kill, B2AR arrestin, Menin-MLL TR inh
Cc1cccc(C)c1-n1c(C)cc(/C=C2\C(=O)NN(c3ccccc3)C2=O)c1C
    -29%, -1, u, -6%, -1%, 16%, 2%, -2%, -10, 0.2%, u
NC(=S)Nc1cccc(-c2n[nH]c(=S)o2)c1
    7%, 5, u, 0%, -16%, 5%, 6%, -6%, 1, -0.2%, x
O=C(Nc1cccc(S(=O)(=O)NC2=NCCC2)c1)C1CCCCC1
    4%, -1, -20%, -4%, -4%, -11%, 1%, -3%, -3, -0.1%, x
CC1(C2(O)CCCCC2)NCCc2ccccc21 (stereo not given)
    4%, x, -10%, x, x, u, 0%, -7%, 21, -1.4%, x
COc1cccc(NC(=O)CSc2nnc(-c3ccoc3C)n2C)c1
    -14%, 2, 3%, 7%, 6%, -8%, 0%, -3%, 5, -0.5%, -1%
CCN(CC)CCCOc1ccc(C)cc1Br
    0%, 2, -25%, 0%, -2%, 1%, -4%, -1%, 12, -0.4%, -1%
Cc1ccc(NC(=O)OCc2ccccc2S(C)=O)cc1 (stereo not given)
    -1%, 0, -13%, -2%, 0%, 0%, 1%, 0%, 14, -0.1%, -6%
C/C(=N\OCc1ccc(C#N)cc1)c1ccc(S(=O)(=O)N(C)C)cc1
    -2%, -1, -32%, 3%, x, 0%, -5%, 0%, -2, 0.0%, -12%
Cc1cc(NC(=O)c2cnn3cccnc23)nn1CC(=O)Nc1cccnc1
    -1%, -1, -18%, 1%, 1%, u, -5%, 1%, -12, 0.2%, -23%
COc1ccc(OC)c(S(=O)(=O)N2CCN(c3ccccc3OC)CC2)c1
    -1%, 1, 6%, -2%, x, -9%, 3%, -5%, -22, -0.4%, 1%
Cc1cc2c(OCC(O)CNCc3ccco3)cccc2[nH]1 (stereo not given)
    -7%, 1, u, 2%, x, u, -2%, -5%, 12, 4.3%, u
CCc1noc(C)c1C(=O)Nc1nc(-c2ccc(OC)c(OC)c2)cs1
    x, x, 25%, x, x, u, 0%, -5%, -7, 0.3%, x
COc1cc(C(=O)O/N=C2/C=C(C)C(=O)C=C2C)cc(OC)c1OC
    1%, -10, -37%, 0%, -2%, 0%, -1%, -3%, -25, -0.1%, -6%
CN=C(C)/C(C(=O)OC)=C(/O)c1ccc(Cl)cc1Cl
    0%, -1, 5%, -4%, 0%, 2%, 1%, 0%, -13, 0.1%, x
N#C/C(=C/c1ccc(CNC(=O)C(=O)Nc2cc(Cl)cc(Cl)c2)o1)C(=O)NCc1cccnc1
    3%, 4, -7%, 1%, 17%, -2%, 3%, 6%, 4, -0.3%, 17%
COc1cc(CO)ccc1Oc1nnnn1-c1ccc(C(N)=O)cc1
    -1%, 2, -38%, 0%, -2%, u, -1%, -6%, -1, -0.8%, 4%
CC1(C)C([N+](=O)[O-])C(c2ccccc2O)NC(c2ccccc2O)C1[N+](=O)[O-] (stereo not given)
    -12%, 4, 15%, -4%, 0%, 17%, -6%, 0%, -3, -1.0%, u
Cc1cc(C)n2nc(C(=O)OCC(=O)N(C)CC(=O)Nc3ccc(F)cc3)nc2n1
    6%, x, 3%, x, x, 1%, -4%, -7%, 10, -0.2%, x
COCCNC(=O)c1ccc(CN2CCOCC2)cc1
    2%, 0, 7%, 3%, 0%, 6%, -3%, -3%, -19, -0.2%, 29%
O=c1[nH]c(CSc2nc3ccccc3s2)nc2ccccc12
    -1%, 0, 6%, 5%, -5%, -3%, -3%, -5%, -18, -0.2%, x
COc1ccc(CCNC(=O)CSc2nnc(Cc3cccn3C)n2C)cc1OC
    2%, 2, 14%, 1%, 3%, u, 0%, -2%, -11, 0.1%, 5%
O=C(NC(=S)N1CCCCCC1)c1ccccc1
    2%, x, -18%, -1%, 0%, u, -2%, 3%, -11, -1.1%, x
COc1cccc(N2CC(=O)N(NC(=O)c3sc4nc(C)cc(C)c4c3N)CC2=O)c1
    24%, -7, 18%, x, -10%, u, -3%, 1%, -13, -0.9%, x
Cc1nn(-c2ccccc2)c2[nH]c(=O)c(CNc3ccc4c(c3)OCCO4)cc12
    0%, 0, 16%, 2%, -3%, -1%, -7%, 0%, 6, -0.2%, 22%
COc1ccc(CNS(=O)(=O)c2ccc(-n3cccn3)cc2)cc1
    -3%, -2, -3%, -1%, 0%, -6%, 13%, -4%, 10, 0.4%, 18%
COc1ccccc1-c1ccc(=O)n(CC(=O)NCc2ccc3c(c2)OCO3)n1
    1%, 4, -29%, 1%, 21%, -20%, 1%, x, -8, -0.5%, 0%
O=C(c1ccco1)N1CCN(CC(=O)N2CCCc3c2c(=O)oc2ccc(O)cc32)CC1
    -2%, 4, 1%, 0%, -3%, 7%, 0%, -2%, 11, 0.0%, 18%
CCc1cc2ccc(OC)cc2nc1SCC(=O)N1CCN(C(=O)c2ccco2)CC1
    -4%, 7, -15%, 3%, 1%, 2%, -9%, -4%, -18, -0.7%, x
N#C/C(=C\C1=C(N2CCOCC2)C(=C/c2cccc([N+](=O)[O-])c2)/CC1)C(=O)Nc1ccccc1F
    u, -5, -24%, 6%, -12%, u, -8%, -1%, -13, -0.3%, u
CC(=O)N1CCc2ccc(C(=O)CN3CCN(c4cccc(C)c4C)CC3)cc21
    x, 2, x, -1%, 0%, 6%, 0%, x, x, 0.2%, 18%
Cc1cc(CNC(=O)COc2c(F)c(F)cc(F)c2F)c2ccccc2n1
    2%, 2, 0%, 4%, 0%, 1%, -1%, 1%, -2, -0.4%, 1%
Cn1c(SCC(=O)Nc2sc3c(c2C#N)CCC3)nnc1C1COc2ccccc2O1 (stereo not given)
    u, 2, 13%[7.66 µM], 1%, 2%, 2%, 2%, -1%, -9, -0.7%, -6%
CC1=NN(C(=O)c2ccc(Cn3nc(C)c([N+](=O)[O-])c3C)cc2)C(O)(C(F)(F)F)C1 (stereo not given)
    6%, 1, -6%, 1%, 2%, -9%, 0%, x, -3, 0.1%, 11%
CC1CCN(C(=O)c2ccccc2NS(=O)(=O)c2ccccc2)CC1
    8%, x, 21%, -8%, -3%, 1%, 0%, 1%, 4, -0.5%, x
COCc1cc(C)nc(SCc2ccccc2)c1C#N
    0%, 2, -13%, 0%, 13%, u, 4%, -5%, -3, 2.5%, 1%
COCCN(CCOC)Cc1c(O)ccc2c1O/C(=C\c1ccc(C)o1)C2=O
    -4%, -15, 0%, -2%, x, -2%, u, u, -15, 0.5%, 39%[activator]
Cc1ccc(C(=O)N2CCN(c3ccc(N4CCOCC4)nn3)CC2)cc1
    x, x, 25%, x, x, -13%, 1%, -6%, 14, -0.3%, x
Cc1ccc2[nH]c(=O)c(CN(CCCO)S(=O)(=O)c3c(C)ccc4nsnc34)cc2c1
    -1%, 2, -2%, 1%, 2%, 6%, -2%, -5%, 13, -0.3%, 10%
Cc1[nH]c2ccccc2c1C(=O)C(=O)N1CCOCC1
    4%, x, -16%, -7%, -2%, 1%, -2%, -6%, -14, 0.5%, x
CCn1c(=O)c(C(=O)CN(C)CC(=O)Nc2cccc(F)c2)c(N)n(Cc2ccccc2)c1=O
    -2%, x, -11%, x, x, 1%, 2%, -4%, -14, -0.7%, x
COc1ccc(N(C(C)C(=O)N/N=C/c2ccc(OC(C)C)cc2)S(C)(=O)=O)cc1 (stereo not given)
    0%, -3, 25%, 1%, -1%, 3%, 9%, -8%, 7, 2.8%, -1%
CC12C(=O)N(c3cccc(OC(=O)c4ccco4)c3)C(=O)C1C1c3ccccc3C2c2ccccc21 (stereo not given)
    -2%, -2, 10%, 0%, 6%, -2%, -3%, -11%, 9, -0.4%, 6%
CC(Oc1ccc(Cl)cc1Cl)C(=O)NCCN1CCOCC1 (stereo not given)
    2%, 2, -3%, 0%, -6%, -4%, 4%, -4%, -7, -0.4%, -1%
CC(C)Oc1ccc(C(CC(=O)O)NC(=O)C2CCCCC2)cc1 (stereo not given)
    2%, -1, 30%, 0%, 3%, 0%, 3%, 0%, -3, 0.4%, 6%
CCOc1ccccc1NC(=O)c1ccc2c(c1)C(=O)N(CC1CCCO1)C2=O (stereo not given)
    -3%, 0, -33%, -6%, -5%, 2%, 3%, -4%, 5, -0.2%, 14%

Source: PubChem (National Center for Advancing Translational Sciences (NCATS))
